# High-throughput results as filed in PubChem.
# NOD1 NF-kB reporter – inhibition of NOD1-driven NF-kB reporter – cell-based, luminescence, uHTS, primary screen (AID 1578) | NOD1-driven NF-kB luciferase reporter cells, luminescence; higher % means a stronger effect | inhibition, % at 4 µM, or EC50 in µM where a hit was titrated | 290,000 compounds, 1% hits; in the data active = inhibition mostly above about 36%, no sharp cut-off; inactive = mostly below about 34%;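 also: HEK-293T reporter cells stimulated with the NOD1 agonist gamma-tri-DAP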
# PhoP inhibition – inhibitors of PhoP regulon expression, primary screen, Salmonella Typhimurium, GFP reporter (AID 1863); 300,000 compounds, 0.16% hits; inhibition, % at 50 µM; hits with a dose series show IC50 in µM; S. Typhimurium PhoP-regulated promoter GFP reporter, 4 h; higher % means a stronger effect;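 active = inhibition over 29.93%, a cutoff 3 SD above the screen mean, later confirmed by dose response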;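 also: 0% = low Mg2+ inducing control and 100% = high Mg2+ repressing control; strong numbers were not always called active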
# Myeloid diff 2 – compounds promoting myeloid differentiation. ER-HoxA9 myeloid progenitors, lysozyme-GFP differentiation, flow cytometry. calls only at 10 µM. 360,000 compounds, 1% hits;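 active = normalized GFP-positive differentiation at or above the plate's own cutoff, the solvent-only control mean plus 3 SD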;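 also: cells exposed to compound for four days before flow analysis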
# KOR beta-arrestin-1 – KOR agonists, beta-arrestin recruitment, primary screen, cell-based, luminescence, uHTS (AID 1777) | KOR beta-arrestin recruitment, luminescence; higher % means a stronger effect | one-dose activation, % at 10 µM; EC50 in µM for titrated hits | 280,000 compounds, 0.02% hits; in the data active = activation above about 50%, passing the limit was not always enough; also: a part of the inactive calls stands beside numbers as strong as those of hits
# Siah-1 displacement – Siah-1 peptide-binding antagonists, primary screen, biochemical, fluorescence polarization, rhodamine-plectin, uHTS (AID 1817); Siah-1 / rhodamine-plectin peptide fluorescence polarization; higher % means a stronger effect; one-dose displacement, % at 20 µM; IC50 in µM for titrated hits; 290,000 compounds, 0.02% hits;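 active = displacement of at least 50% at 20 µM, with a fluorescence ratio check between 0.3 and a set limit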;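 also: plate controls were Siah plus tracer with DMSO for no effect and tracer alone without Siah for full effect; strong numbers were not always called active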
# LYP inhibition – PTPN22 lymphoid phosphatase activity blockers – biochemical, fluorescence intensity, uHTS (AID 1779); recombinant LYP phosphatase, fluorescence intensity; higher % means a stronger effect; one-dose inhibition, % at 11.5 µM; IC50 in µM for titrated hits; 290,000 compounds, 0.054% hits;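 also: plate controls were vehicle with enzyme for no effect and no enzyme for full effect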
# HIV fusion peptide – cell-free HIV fusion peptide-binding blockers – biochemical, uHTS, fluorescence dequenching, primary screen (AID 1986). 290,000 compounds, 0.3% hits. cell-free peptide binding, fluorescence dequenching, 30 min; higher % means a stronger effect. inhibition, % at 20 µM, or IC50 in µM where a hit was titrated; in the data active = inhibition mostly above about 52%, no sharp cut-off; inactive = mostly below about 76%; also: some results filed as inactive read as strong as hits
# KOR beta-arrestin-2 – KOR antagonists, beta-arrestin recruitment, cell-based, luminescence, uHTS (AID 1778); KOR beta-arrestin recruitment, luminescence, antagonist mode; higher % means a stronger effect; one-dose inhibition, % at 10 µM; IC50 in µM for titrated hits; 290,000 compounds, 0.091% hits; also: strong numbers were not always called active
# HEK293 NOD2/NF-kB – inhibition of NOD2-driven NF-kB reporter – cell-based, luminescence, uHTS, HEK293 (AID 1566) | inhibition, % at 4 µM, or EC50 in µM where a hit was titrated | 290,000 compounds, 0.63% hits | HEK293 NOD2/NF-kB luciferase reporter, luminescence; higher % means a stronger effect; also: many of its hits are not listed in these tables
# Myeloid diff 2 GFP+ MAC1+ % – further read-out of Myeloid diff 2, marked with its call; GFP+ MAC1+ double positive, %; measured here: differentiation confirmed by MAC1 staining
# Numbers without * were called inactive; i = inactive; nt = no result given; + = active, no number; [ ] = remark or other dose. Rule as the data show it, unless noted: active = inhibition above about 50%; inactive = the rest. An excerpt; count on the stated rates, not on these rows.
# Start of the data: the first three compounds (preview)
SMILES,NOD1 NF-kB reporter,PhoP inhibition,Myeloid diff 2,Myeloid diff 2 GFP+ MAC1+ %,KOR beta-arrestin-1,Siah-1 displacement,LYP inhibition,HIV fusion peptide,KOR beta-arrestin-2,HEK293 NOD2/NF-kB
Cc1cc(C(c2nnnn2Cc2ccccc2)N2CCOCC2)c(C)n1-c1ccc2c(c1)OCO2 (stereo not drawn),28%,-9%,i,5.9,-3.5%,0%,-2%,-0.8%,25%,9%
CN1C(=O)S/C(=C/c2cccnc2)C1=O,-3%,3%,i,1.4,-4.4%,3%,2%,-0.9%,-20%,0%
O=C(CCCNS(=O)(=O)c1ccc(Br)cc1)N1CC[C@@]2(O)CCCC[C@H]2C1,-10%,6%,i,1.3,0.4%,-1%,-10%,-0.1%,-19%,6%

# This part in full, repeating the preview:
SMILES,NOD1 NF-kB reporter,PhoP inhibition,Myeloid diff 2,Myeloid diff 2 GFP+ MAC1+ %,KOR beta-arrestin-1,Siah-1 displacement,LYP inhibition,HIV fusion peptide,KOR beta-arrestin-2,HEK293 NOD2/NF-kB
Cc1cc(C(c2nnnn2Cc2ccccc2)N2CCOCC2)c(C)n1-c1ccc2c(c1)OCO2 (stereo not drawn),28%,-9%,i,5.9,-3.5%,0%,-2%,-0.8%,25%,9%
CN1C(=O)S/C(=C/c2cccnc2)C1=O,-3%,3%,i,1.4,-4.4%,3%,2%,-0.9%,-20%,0%
O=C(CCCNS(=O)(=O)c1ccc(Br)cc1)N1CC[C@@]2(O)CCCC[C@H]2C1,-10%,6%,i,1.3,0.4%,-1%,-10%,-0.1%,-19%,6%
Nc1cc(-c2nc3ncccc3o2)ccc1Cl,-41%,5%,i,5.0,9.8%,-5%,-3%,-1.2%,18%,-51%
O=C(CSc1nnc(CN2CCCCC2)n1-c1ccccc1)c1ccc2c(c1)OCO2,-23%,25%,i,1.1,-0.9%,4%,-6%,0.5%,-10%,0%
CCc1ccccc1NCC(=O)Nc1ccc(Cl)c(C(F)(F)F)c1,-19%,13%,i,1.6,4.3%,-7%,3%,3.4%,-37%,7%
O=S(=O)(c1ccccc1)N1CCN(c2ncccn2)CC1,8%,8%,i,16,-1.9%,2%,-5%,-0.1%,-18%,4%
CNc1cnn(-c2ccc(C)cc2)c(=O)c1Sc1ccc(C)cc1,-9%,-4%,i,0.0,-3.9%,7%,-1%,0.5%,21%,10%
COc1ccc(OC)c(NC(=O)c2ccc(NS(C)(=O)=O)cc2)c1,5%,2%,i,6.7,-7.7%,3%,-6%,0.4%,-51%,19%
C=CCc1c(C)c(C#N)c2nc3ccccc3n2c1NCCN(C)C,-15%,7%,i,0.6,2.5%,1%,-1%,-0.6%,-16%,-12%
CC(C)N1CCN(Cc2ccc(OCc3ccccc3)cc2)CC1CCO (stereo not drawn),-46%,nt,i,0.4,-2.1%,-3%,-12%,-0.3%,-12%,-8%
C[C@@H](CN1C2=NC[C@H](Cc3ccc(O)cc3)N2C[C@H]1Cc1ccc(O)cc1)NC(=O)CCC1CCCCC1,-25%,-1%,i,1.9,1.2%,-2%,1%,-1.4%,13%,0%
Cc1ccccc1NC(=O)CSc1nc2ccccc2c(=O)n1CC1CCCO1 (stereo not drawn),30%,nt,i,0.3,7.7%,-5%,-10%,-0.3%,-64%,-4%
O=C(c1ccccc1Cl)N1CCC(n2cccc2)CC1,-6%,1%,i,0.7,-3.3%,-1%,-9%,-0.8%,-9%,3%
CCOc1ccccc1-n1c(SCC(=O)Nc2nccs2)nnc1-c1ccoc1C,10%,5%,i,0.2,4.0%,-2%,-7%,-2.6%,8%,4%
CCC1CCCCN1CCCNC(=O)c1ccc2c(c1)N(Cc1ccc(F)cc1)C(=O)c1ccccc1S2=O (stereo not drawn),31%,1%,i,1.3,3.8%,-5%,-11%,-2.5%,-26%,-42%
COC(=O)CCCC1=CC2=C(c3ccccc3)C(=O)C(C)(OC(=O)C3CCCC3)C(=O)C2=CN1C1CC1 (stereo not drawn),-6%,-2%,i,0.8,-5.7%,4%,-5%,-0.1%,14%,13%
O=C(c1cc(-c2cccnc2)nc2ccccc12)N1CCCc2ccccc21,6%,16%,i,0.6,5.0%,12%,-6%,-0.6%,5%,11%
COc1ccccc1OCC(=O)N/N=C1\CCc2ccccc21,-24%,-8%,i,0.3,-2.4%,-6%,-5%,-1.8%,-4%,-66%
CCc1ccc(NC(=O)CN(CC(=O)Nc2ccc(CC)cc2)CC(C)O)cc1 (stereo not drawn),4%,-1%,i,1.0,3.5%,-3%,-5%,0.3%,-20%,3%
C=CCNC(=S)/N=c1\sccn1C,37%,15%,i,0.9,5.4%,-2%,-2%,0.1%,-31%,15%
O=C(COC(=O)C1CCCCC1)Nc1ccccc1OC(F)F,10%,4%,i,0.3,2.5%,0%,-1%,1.1%,-24%,6%
Cc1ccccc1OCC(=O)NCC(=O)N/N=C/c1ccc(Br)o1,-24%,3%,i,0.8,-0.3%,20%,-3%,1.5%,-25%,7%
Cc1cc(C)cc(OCC(=O)OCC(=O)c2ccc3c(c2)NC(=O)CO3)c1,-10%,-2%,i,1.4,2.0%,-1%,0%,-1.9%,-14%,8%
CCOc1ccc(NC(=O)Nc2ccc3c(c2)nnn3C)cc1,nt,-13%,i,0.6,-4.2%,8%,4%,0.0%,-1%,2%
CCN1C(=O)C(CC(=O)Nc2ccc(F)cc2)N(Cc2ccc3c(c2)OCO3)C1=S (stereo not drawn),-6%,-1%,i,0.4,-1.2%,0%,-6%,0.5%,-16%[20 µM],3%
COc1cc(C(=O)Sc2ccc(Cl)cc2)cc(OC)c1OC,-10%,-4%,i,0.4,1.1%,3%,-3%,-0.2%,13%,16%
CCOC(=O)C(NCc1ccccn1)(NC(=O)c1cccnc1)C(F)(F)F (stereo not drawn),-10%,5%,i,0.7,nt,-1%,-2%,0.5%,-1%,8%
CCOC(=O)C1CCN(C(=O)CCCn2c(=O)c3cccn3c3cccnc32)CC1,6%,1%,i,0.5,6.7%,0%,-11%,-1.7%,14%,21%
CCOc1ccc(NC(=O)CSc2nc3[nH]ncc3c(=O)n2-c2ccccc2OC)cc1,-25%,-12%,i,2.2,1.2%,2%,-3%,-0.4%,17%,16%
COc1ccc(-c2nc3c(c(=O)[nH]c(=O)n3Cc3ccccc3)n2C)cc1,11%,-5%,i,1.2,0.0%,10%,-4%,-1.9%,-15%,-14%
C=CCn1c(SCc2ccc3c(c2)OCO3)nc2scc(-c3ccco3)c2c1=O,3%,20%,i,1.9,0.9%,0%,-2%,16%,4%,4%
Brc1ccc(-c2nnc3n2C2(CCCC2)Cc2ccccc2-3)o1,-9%,9%,i,1.0,-4.4%,12%,2%,-2.7%,16%,14%
CN1C(=O)c2ccc(NC(=O)CCS(=O)(=O)c3ccccc3)cc2C1=O,-34%,0%,i,0.5,-2.0%,23%,-1%,-0.5%,5%,5%
COc1ccc(NC(=O)C2CCCN(CCCc3ccccc3)C2)cc1OCC(C)C (stereo not drawn),-18%,-2%,i,0.5,18%,-3%,-6%,-0.1%,-39%,1%
O=C(O)c1ccccc1SCCS(=O)(=O)c1ccc(Cl)cc1Cl,-18%,nt,i,0.5,4.8%,-3%,-7%,-1.2%,-12%,-6%
CCn1cnc2sc(C(=O)Oc3cccc(C)c3)c(C)c2c1=O,-14%,3%,i,0.5,-5.9%,-2%,-4%,0.6%,30%,5%
Cc1cc(C)c(NC(=O)CSc2ccc(-c3ccccn3)nn2)c(C)c1,22%,10%,i,0.4,3.7%,-6%,-5%,-0.8%,7%,-23%
Cc1cccc2cc(C#N)c(NCCNS(=O)(=O)c3ccc4c(c3)OCCO4)nc12,4%,1%,+,2.1*,4.5%,1%,4%,3.0%,-9%,1%
Cc1sc2nc(CSc3nc4ccccc4s3)[nH]c(=O)c2c1C,-40%,-12%,nt,nt,9.2%,-2%,4%,10%,2%,9%
O=C(NCc1ccc(F)cc1)c1c2c(nc3ccccc13)CCN(Cc1ccccc1)C2,3%,1%,i,0.6,23%,-4%,0%,2.5%,21%,9%
O=C(Nc1nc2ccccc2[nH]1)c1cccc([N+](=O)[O-])c1,2%,2%,i,0.1,-5.5%,-5%,-1%,-2.4%,1%,-58%
CC1CC(C)CN(C(=O)CCn2c(=O)oc3ccccc32)C1 (stereo not drawn),-8%,-2%,nt,nt,-1.8%,0%,1%,2.1%,1%,10%
Brc1ccc(OCc2nnnn2-c2ccccc2)cc1,-11%,-5%,i,0.5,0.4%,1%,-1%,-0.6%,7%,13%
CCc1ccc(OCCNC(=O)c2cccs2)cc1,-4%,15%,i,1.0,3.3%,-3%,-2%,-1.3%,-37%,-18%
NC(=O)C1CCN(CC(=O)Nc2ccccc2Sc2ccc(Cl)cc2)CC1,-7%,-2%,i,0.7,3.2%,-5%,-2%,-2.1%,-5%,2%
COc1ccc(CCn2c(C)cc(C(=O)COC(=O)c3ccc(NC(=O)CC#N)cc3)c2C)cc1,-19%,8%,i,0.0,1.6%,-5%,0%,38%,-8%,-10%
COc1ccc(CCNC(=O)CC(C)(C)CC2=NS(=O)(=O)c3ccccc3N2)cc1OC,-8%,-5%,i,3.0,-2.1%,-1%,-13%,0.9%,-39%,3%
CC(NC(=O)c1ccc2c(c1)OCO2)C(c1cccs1)N1CCN(c2ccccc2)CC1 (stereo not drawn),1%,-4%,i,0.5,5.1%,3%,2%,-2.8%,2%,1%
COCCNC(=O)[C@H]1C[C@@H]1[C@H](NP(=O)(c1ccccc1)c1ccccc1)c1ccccc1,3%,1%,i,1.5,-1.0%,-6%,-7%,-0.7%,6%,10%
COC(=O)C1C/C(=N\NS(=O)(=O)c2ccc(C)cc2)c2sccc2C1 (stereo not drawn),8%,7%,i,0.6,4.4%,-1%,-3%,-0.9%,-3%,6%
CC(=O)NC(C)c1nc2ccccc2n1CC(=O)N1C(C)CCCC1C (stereo not drawn),-19%,-2%,i,1.2,nt,-10%,-6%,-1.9%,nt,2%
O=C(NC(=S)Nc1ccc2c(c1)C(=O)c1ccccc1C2=O)c1ccc(F)cc1,-40%,4%,nt,nt,4.2%,3%,-6%,0.6%,-74%,-42%
CCOC(=O)c1nn(-c2ccc(F)cc2)c2c1CC/C2=C/c1ccccc1,-34%,-14%,i,0.6,3.9%,2%,0%,2.4%,20%,-4%
CC1=C(C(=O)OC2CCCCCCC2)C(c2ccc(O)cc2)NC(=O)N1 (stereo not drawn),3%,nt,i,7.7,-4.4%,0%,-4%,0.9%,20%,-2%
COc1ccc(C(=O)OCC(=O)NC(=O)NC2CCCC2)c(OC)c1,-32%,5%,i,0.3,-1.9%,22%,-3%,1.6%,3%,24%
COc1cccc(CNCCO)c1OCc1ccccc1Cl,-28%,3%,i,0.7,0.6%,6%,-8%,0.1%,-13%,0%
O=C(CNS(=O)(=O)c1ccccc1)N1CCN(c2ccccc2)CC1,-29%,-4%,i,0.5,0.3%,2%,-8%,-2.7%,7%,-10%
CC(=O)c1cn(-c2ccc(Cl)cc2)c(=O)[nH]c1=O,-8%,-5%,i,0.4,-6.5%,6%,-2%,-1.8%,4%,-22%
